proCasp3 act = activators of human procaspase-3 | 330,000 tested, 0.11% active | P42574 | AID 463141 | recombinant procaspase-3 D3A, Ac-DEVD-pNA absorbance 405 nm | activation, % at 8.5 µM;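 active means activation above the mean of all tested compounds plus 3 SD, cut at about 21% in these data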;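 further: 0% = DMSO alone and 100% = DMSO wells spiked with extra 5 µM PC-3 D3A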
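Assay system: Procaspase-3 D3A mutant, all three cleavage aspartates alanine. Buffer or medium: Zinc-free HEPES saline buffer with Triton X-100. Times: 1 h compound preincubation, 2 h substrate hydrolysis at 25 °C. Measured by: 405 nm absorbance of p-nitroaniline, reads at 0 and 120 min. Read-out basis: percent activation relative to control range. Replicates: singlicate.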
procasp7 counter = activates human procaspase-7, counter-screen for procaspase-3 activators; activation, % at 8.5 µM; 330,000 tested, 0.093% active; AID 463210; recombinant procaspase-7, Ac-DEVD-pNA absorbance 405 nm; D23A/D198A/D206A triple mutant, cannot self-cleave; scale: DMSO 0, 5 µM enzyme 100; P55210;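 active means percent activation above the screen-wide mean plus 3 SD, cut at about 25% in these data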
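System: Procaspase-7 triple mutant (PC-7 D3A); measure: % activation from two-timepoint absorbance difference, scaled to controls; times: 1 h compound preincubation, 2 h substrate cleavage, 25 °C; also added: Ac-DEVD-pNA substrate, 400 µM as added; measured by: Epi-absorbance of released pNA at 405 nm, two timepoints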
PP5 inh = PP5 (human) phosphatase inhibition; AID 1987; inhibition, % at 6.7 µM; P53041; purified PP5c, OMFP substrate fluorescence; 320,000 tested, 0.18% active;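 active means inhibition above the campaign's mean inhibition across all tested compounds plus 3 SD, cut at about 9.5% in these data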;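 further: 0% = DMSO only and 100% = 100 µM cantharidin control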
Target sequence (P53041 whole entry, looked up): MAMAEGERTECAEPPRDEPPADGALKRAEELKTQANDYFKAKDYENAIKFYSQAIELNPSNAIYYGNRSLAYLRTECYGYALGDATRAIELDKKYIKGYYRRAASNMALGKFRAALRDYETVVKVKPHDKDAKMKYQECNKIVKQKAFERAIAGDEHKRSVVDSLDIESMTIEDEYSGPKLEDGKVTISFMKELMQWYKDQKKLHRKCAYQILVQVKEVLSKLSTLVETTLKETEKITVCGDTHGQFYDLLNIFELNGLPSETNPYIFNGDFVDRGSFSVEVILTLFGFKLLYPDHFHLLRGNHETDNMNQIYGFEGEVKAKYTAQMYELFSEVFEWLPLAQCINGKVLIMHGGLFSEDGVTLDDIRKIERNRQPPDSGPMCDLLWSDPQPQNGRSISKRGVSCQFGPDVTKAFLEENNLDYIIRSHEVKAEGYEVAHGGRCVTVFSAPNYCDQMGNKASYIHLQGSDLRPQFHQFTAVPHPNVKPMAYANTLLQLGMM
VLA-4 inh = inhibition in a human VLA-4 binding assay. AID 2557. 330,000 tested, 0.2% active. VLA-4 expressing cells, ligand binding flow cytometry. inhibition, % (about 7 µM as worked out from the volumes in the protocol). P13612; in the data active means inhibition above about 50%
PP1 counter = blocks human PP1-alpha phosphatase, a PP5 counter-screen. purified PP1alpha, OMFP fluorescence. P62136. inhibition, % at 6.7 µM. 320,000 tested, 0.9% active;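 active means inhibition above the mean inhibition of all tested compounds plus 3 SD, computed separately for each screening campaign, cut at about 15% in these data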
core dimer inh = blocks dimerization of HCV core protein; TR-FRET GST/Flag-core106 dimerization, 1536-well; inhibition, % at 5 µM; 300,000 tested, 0.33% active; AID 1899;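 active means inhibition above the mean of all tested compounds plus 3 SD, set per screening campaign, cut at about 45% in these data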
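Assay system: GST-tagged and Flag-tagged HCV core protein residues 1-106 / Times: compound-protein-antibody incubation 4 h at 22.5 °C / Signal: time-resolved FRET, ex 340 nm, em 617 and 671 nm / Evaluation: % inhibition based on acceptor/donor emission ratio / Benchmarks: wells lacking GST-core106 and wells with excess unlabelled core106 / Repeats: singlicate, one well per compound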
JMJD2C inh = inhibitors of human GASC-1 (JMJD2C) demethylase; 330,000 tested, 0.069% active; AID 2099; GST-JMJD2C(1-420) H3K9me3 demethylation, DELFIA europium; inhibition, % at 2.35 µM;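 active means more than half of a compound's replicate wells show inhibition beyond 50%, single wells judged on their own value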;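 further: signal counts dimethyl H3K9 product captured on neutravidin plate; 0% = median of DMSO wells and 100% = 0.3 times that DMSO median; strong numbers were not always called active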
Target sequence (Q9H3R0 1-420 limits assumed): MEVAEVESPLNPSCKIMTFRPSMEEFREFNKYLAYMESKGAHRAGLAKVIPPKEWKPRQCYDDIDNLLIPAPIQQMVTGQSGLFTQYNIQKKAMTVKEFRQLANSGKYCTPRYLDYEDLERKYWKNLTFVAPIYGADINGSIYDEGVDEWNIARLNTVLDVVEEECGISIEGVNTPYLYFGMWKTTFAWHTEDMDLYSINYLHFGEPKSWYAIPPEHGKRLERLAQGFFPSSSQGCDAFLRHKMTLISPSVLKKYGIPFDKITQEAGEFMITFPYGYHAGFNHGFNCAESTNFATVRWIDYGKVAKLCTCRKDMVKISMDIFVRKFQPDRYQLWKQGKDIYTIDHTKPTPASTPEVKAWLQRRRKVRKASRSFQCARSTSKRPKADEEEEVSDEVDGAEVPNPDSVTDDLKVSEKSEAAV
CTSL1 counter = blocks F. hepatica cathepsin L1 in PFM18AAP counter-screen; recombinant F. hepatica cathepsin L1, Z-Leu-Arg-MCA fluorescence; inhibition, % at 5.96 µM; 300,000 tested, 0.49% active;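 active means inhibition above the mean of all tested compounds plus 3 SD, set per screening campaign, cut at about 17% in these data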;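 further: 0% = plate median of test compound wells and 100% = 1 µM Z-Phe-Ala-diazomethylketone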
GRK2 inh = human GRK2 inhibition via aptamer displacement; 330,000 tested, 0.59% active; bead flow cytometry, FAM-aptamer displacement from GRK2; inhibition of aptamer binding, % at 10 µM;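 active means inhibition of aptamer binding above 40%, roughly 3 SD of noise, on plates passing a quality check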;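 further: median bead fluorescence of bound FAM aptamer so fluorescent compounds give negative values; no value below 0 was filed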
* marks the source's active call; other numbers are inactive results; nt = no result given; & = joins results of further samples.

SMILES	proCasp3 act	procasp7 counter	PP5 inh	VLA-4 inh	PP1 counter	core dimer inh	JMJD2C inh	CTSL1 counter	GRK2 inh
COc1ccc(C(C(=O)NC2CCCC2)N(Cc2cccnc2)C(=O)Cc2cccs2)cc1OC (stereo not given)	7	1	0.5	4	1	-15	-11	-1	1
Cc1ccc(S(=O)(=O)N(C)C)cc1NC(=S)Nc1ccc2cn[nH]c2c1	-9	-19	0.9	1	-5	-1	11	-7	2
CC1=CC(c2ccccc2)n2nc(NC(=O)CCC(=O)O)nc2N1 (stereo not given)	3	-9	2.6	0	-4	0	9	-2	2
CN1CCC(OC(=O)c2cccc(Br)c2)CC1	5	4	1.6	1	0	-16	-6	3	0
CCN(CC)Cc1c(C(=O)N/N=C/c2cccc(OCc3cccc(Cl)c3)c2)nnn1-c1nonc1N	7	-2	-0.1	40	-3	12	-13	-1	2
Cc1cccn2c(=O)c(C=O)c(N3CC(C)OC(C)C3)nc12 (stereo not given)	3	-7	-0.3	-2	-1	-3	2	1	1
COc1ccc(Nc2nc(-c3ccncc3)nc3ccccc23)cc1	2	-11	2.1	11	-1	1	4	1	1
C=CC[n+]1ccn(-c2nc3ccccc3nc2[N-]S(=O)(=O)c2cccs2)c1	-2	-10	1.7	21	-4	9	-8	5	4
Cc1cc(Nc2ccc(Br)cc2)n2nc(C)nc2n1	-2	-2	-1.1	20	-1	2	0	3	1
O=C(CN1CCc2ccccc21)NC(=O)NC1CCCCC1	13	-2	0.9	8	5	1	1	-4	0
Cc1c(-c2ccc(Cl)cc2Cl)nc2ccccc2c1C(=O)NCCN1CCOCC1	-4	7	0.0	3	1	-1	-13	-2	0
C#CCOCCOCCOCCNc1nc(N2CCN(C(=O)[C@H]([C@@H](C)CC)n3cc([C@@H](N)CC(C)C)nn3)CC2)nc(N2CCN(C(=O)[C@H](Cc3ccc(O)cc3)n3cc([C@@H](N)C(C)CC)nn3)CC2)n1 (stereo not given in full)	6	-1	-5.7	-3	14	-19	9	8	3
Clc1ccccc1N/N=C/c1ccc2c(c1)OCO2	-15	-18	2.2	0	-1	-11	-2	-2	1
Cc1cc(C)cc(NC(=O)N2CCNC(=O)C2CC(=O)Nc2cc(Cl)ccc2Cl)c1 (stereo not given)	2	-4	-4.8	0	-1	-24	0	6	4
O=C(NCCc1ccccc1)c1ccc(Cl)nc1	0	1	0.5	1	-2	-6	16	-3	0
O=C(CSc1nc2ccccc2c(=O)n1Cc1ccccc1)Nc1ccc(Br)cc1C(=O)O	0	-3	3.4	1	20*	17	-1	-2	2
COc1ccccc1NCC(=O)NNC(C)C(=O)Nc1cccc(Cl)c1 (stereo not given)	6	0	-2.0	7	-1	-5	-11	2	0
O=C(Cn1nc(CNc2ccc(Cl)cc2)[n+]2c1CCCCC2)c1ccccc1	6	2	-1.6	0	1	-11	-9	-1	0
CCCC(=O)NNC(=O)CCC(=O)NCc1ccccc1	-3	2	0.4	11	-2	-2	0	3	0
Nc1nc(Nc2cccc3ccccc23)nc(C2CCCC2=O)n1 (stereo not given)	0	4	-1.2	-3	1	0	-24	0	1
O=C(OCc1ccccn1)C1CCN(C(=O)c2ccc(Cl)cc2)CC1	2	10	0.4	4	-10	4	1	-1	2
CS(=O)(=O)N1CCN(C(=O)c2ccc(Br)s2)CC1	2	11	-1.1	0	-5	-3	-7	3	1
CCc1nnc(NC(=O)c2c(C)nn(-c3ccccc3)c2Cl)s1	6	4	0.5	25	5	-5	1	-2	0
CCOC(=O)Cn1c(=O)oc2cc(S(=O)(=O)N3CCc4ccccc43)ccc21	12	3	0.7	7	-3	-2	-11	4	3
COc1ccc(-c2noc(CCC(=O)NCC3CCCO3)n2)cc1 (stereo not given)	-5	-2	-0.6	20	-6	2	-4	0	1
COc1ccc(CCN2C(=O)c3cccnc3C2=O)cc1OC	-1	1	0.8	-8	-2	-11	-44	-3	1
COc1cc(CNCc2cc(OC)ccc2OC)cc(OC)c1	1	3	1.7	3	-1	-3	-2	0	0
Cc1ccc(NC(=O)c2ccc3snnc3c2)cc1C	-2	10	3.8	4	3	13	-5	-1	0
O=C(OCC(=O)N1CCC(Cc2ccccc2)CC1)c1cc(Br)ccc1O	4	7	nt	20	nt	nt	-1	nt	1
Cc1ccccc1OCC(=O)OCC(=O)NCc1ccccc1	6	-5	1.6	0	-3	nt	15	nt	5
O=c1c(Cl)c(N/N=C/c2ccc(Cl)cc2)cnn1-c1ccccc1	7	3	0.3	3	29*	3	-21	3	0
Cc1ccc2c(cnn2C(=O)CCCC(=O)NCc2ccc(Cl)cc2)c1	-2	7	1.6	22	3	-10	-1	-1	0
Cc1ccccc1C(=O)NNC(=O)C1CCCN(c2ncccn2)C1 (stereo not given)	-1	5	2.2	-3	-3	3	5	4	4
COc1ccc(Cl)cc1S(=O)(=O)n1ccnc1	1	-6	-0.5	-8	0	-9	16	-1	0
Cc1nn(CCO)c2c1C(=O)CCC2	9	9	-2.0	-1	-1	-7	3	7	0
Oc1cccc(C(=S)N2CCC(Cc3ccccc3)CC2)c1	-10	-13	3.7	-1	0	2	0	0	3
CCOC(=O)C1(CCCc2ccccc2)CCN(C(=O)CN2C(=O)CSC2=O)CC1	-3	-7	-0.8	3	-1	5	7	-1	0
O=C1CCCC2=C1C(c1ccccc1)C1C(=O)c3ccccc3C1=N2 (stereo not given)	-7	-4	1.2	6	-4	-65	3	1	4
Cc1ccc2cc(CCNC(=O)c3ccc(S(=O)(=O)N4CCOCC4)cc3)c(=O)[nH]c2c1	-4	7	2.0	-21	0	2	-7	2	28
CCN1CCN(C(c2ccccc2)c2sc3nc(C)nn3c2O)CC1 (stereo not given)	0	9	0.6	15	0	-16	7&48	2	2
CCOc1ccc(NC(=O)c2cc(F)c(F)cc2Cl)cc1OCC	0	-4	-1.5	-1	1	-3	13	1	0
O=C(Cn1ccc2cc(S(=O)(=O)N3CCCC3)ccc21)NCc1ccccc1	4	3	-2.6	7	-1	4	4	2	0
C/C(=N\NC(=O)CNc1ccccc1Cl)C(C)(C)C	3	8	0.8	-1	-1	-9	-5	2	0
COCCNC(=O)/C(C#N)=C/c1ccc2c(c1)OCO2	-3	4	1.2	7	-1	-4	-37	4	2
Cc1cccc(OCCC(=O)NCC(=O)Nc2cccc(C)c2C)c1	-1	-6	2.1	5	-3	-2	2	2	0
COc1ccc(-c2cnc3nc(/N=C/N(C)C)nn3c2/N=C/N(C)C)cc1	5	-1	-3.3	0	0	-4	0	4	0
O=[N+]([O-])c1cc2c(c(CSc3ncccn3)c1)OCOC2	0	7	1.8	-16	0	-1	0	2	0
CC(=O)Nc1sc(C)c(C)c1C(=O)OCC(=O)Nc1ccc(S(N)(=O)=O)cc1	0	10	nt	2	nt	nt	0	nt	2
CC1CC(C)CN(CCCNC(=O)CN2C(=O)CSc3ccc(S(=O)(=O)N4CCCCC4)cc32)C1 (stereo not given)	-7	8	-1.0	-5	7	-1	-10	-4	5
O=C(c1ccc(CN2CCc3ccccc3C2)cc1)N1CCc2ccccc2C1	0	-3	1.3	14	-4	10	-5	7	0
O=C(Nc1ccc(O)c(-c2nc3ccccc3o2)c1)C1(c2ccc(Cl)cc2)CCCC1	-63	-41	1.9	-3	6	-7	1	0	0
CC(C(=O)N1CCCC1)N1CCN(c2ccccc2O)CC1 (stereo not given)	-8	2	-3.5	-5	-2	2	0	7	0
CCNc1oc(/C=C/c2ccc(OCC)cc2)nc1C#N	-3	6	3.5	12	-3	-5	4	1	0
COc1ccc(S(=O)(=O)NCCN2CCOCC2)cc1Br	4	5	-0.5	7	1	-4	9	-3	0
Cc1ccc(S(=O)(=O)CC(=O)Nc2ccc(Cl)cn2)cc1	-7	5	-0.6	14	0	1	3	-4	0
O=C(NCCCN1CCOCC1)c1cc2c(s1)-c1ccccc1OC2	-4	1	-0.7	12	-1	-12	-28	2	0
Cc1ccccc1NC(=S)Nc1ccccc1	3	-6	-0.8	13	-6	3	-1	-2	0
CCOc1ccc(CNC(=O)CCn2c(=O)oc3ccccc32)cc1	7	7	3.0	13	23*	-9	-5	-2	0
CCCCN(C(=O)C1=COCCO1)c1c(N)n(CCC)c(=O)[nH]c1=O	3	0	-1.1	-10	-5	-2	-2	0	0
c1ccc(CSc2nnc(Cc3ccccn3)o2)cc1	-3	6	0.8	0	-4	-1	-7	-4	0

The closing five compounds of the part above are carried over, then new ones follow:
SMILES	proCasp3 act	procasp7 counter	PP5 inh	VLA-4 inh	PP1 counter	core dimer inh	JMJD2C inh	CTSL1 counter	GRK2 inh
O=C(NCCCN1CCOCC1)c1cc2c(s1)-c1ccccc1OC2	-4	1	-0.7	12	-1	-12	-28	2	0
Cc1ccccc1NC(=S)Nc1ccccc1	3	-6	-0.8	13	-6	3	-1	-2	0
CCOc1ccc(CNC(=O)CCn2c(=O)oc3ccccc32)cc1	7	7	3.0	13	23*	-9	-5	-2	0
CCCCN(C(=O)C1=COCCO1)c1c(N)n(CCC)c(=O)[nH]c1=O	3	0	-1.1	-10	-5	-2	-2	0	0
c1ccc(CSc2nnc(Cc3ccccn3)o2)cc1	-3	6	0.8	0	-4	-1	-7	-4	0
C#CCOc1ccc2ccccc2c1/C=C(/C#N)c1ccc(C(=O)O)cc1	-4	-5	0.4	4	5	14	1	1	0
C/C(=N\NC(=O)c1ccc(NS(=O)(=O)c2cccs2)cc1)c1ccccc1	-3	4	2.1	7	-1	-2	-6	1	0
CN1CCN(CCCCC(=O)c2ccccc2)CC1	6	7	-0.2	-9	1	-8	9	0	3
Cn1c(SCc2ccccn2)nnc1-c1cnccn1	3	5	1.3	0	-2	-2	6	-4	2
O=C(O)c1cccc2c1C(=O)N(c1ccccc1)C2	-7	6	-0.8	10	0	-4	-17	6	0
COC(=O)c1[nH]c2ccc(Cl)cc2c1NC(=O)CN1CCC(C(N)=O)CC1	-7	2	2.6	-5	0	-4	-2	0	0
Cc1ccc(/C=C/C(=O)Nc2cc(S(N)(=O)=O)ccc2O)cc1	-1	-16	-1.4	3	-8	3	-30	-3	1
O=C(NCC1CCCN1S(=O)(=O)c1cccs1)C(=O)Nc1ccc(F)cc1 (stereo not given)	4	-1	-0.4	13	0	1	53	-2	0
Cc1ccccc1NC(=O)c1cccc(N2C(=O)C3C4CCC(C4)C3C2=O)c1 (stereo not given)	-5	-7	4.0	10	3	1	4	-4	1
CCc1cccc(CC)c1NC(=S)NCCc1ccc(O)c(O)c1	-15	-20	5.7	17	-1	-5	-4	2	2
CCn1c(SCC(=O)NC2CCCc3ccccc32)nnc1-c1cccs1 (stereo not given)	-3	2	2.3	-5	1	12	5	0	1

Screens deposited in PubChem by several laboratories.
